697 NFkB inh = lowers PMA/ionomycin-induced NF-kB signal in 697 B cells; inhibition, % at 4 µM; 330,000 tested, 0.33% active; AID 435022; 697 B-cell NF-kB luciferase reporter, 16 h; in the data active = inhibition above about 35%
SENP8 block = inhibitors of human SENP8 protease; AID 2540; 330,000 tested, 1.2% active; purified SENP8, Z-RLRGG-aminoluciferin cleavage, luminescence; inhibition, % at 10 µM
Target sequence (Q96LD8 whole entry, looked up): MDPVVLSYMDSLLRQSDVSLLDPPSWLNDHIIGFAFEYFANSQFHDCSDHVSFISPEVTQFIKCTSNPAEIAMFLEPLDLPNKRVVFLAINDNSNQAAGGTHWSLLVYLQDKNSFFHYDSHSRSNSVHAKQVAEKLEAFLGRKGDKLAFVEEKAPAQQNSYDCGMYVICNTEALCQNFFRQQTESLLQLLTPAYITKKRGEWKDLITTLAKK
Apaf-1 inh = blocks human Apaf-1 apoptosome activity | reconstituted apoptosome caspase-3 activity, DEVD-Rh110 fluorescence | 330,000 tested, 0.71% active | inhibition, % at 20 µM | AID 489030 | O14727; active = inhibition of at least 40% at 20 µM;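 note: plate controls were DMSO wells for no effect and DEVD-CHO caspase inhibitor wells for full effect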
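Assay system – apoptosome proteins · Medium – Hepes buffer, pH 7.5 · Also added – cytochrome c with DEVD-Rh110 · Timing – 30 min compound preincubation, 50 min activation, room temperature · Detection – Rh110 fluorescence, excitation 480 nm, emission 540 nm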
Gli-Sufu block = antagonists of Gli-Sufu signaling; Sufu-KO-LIGHT fibroblasts, Gli luciferase reporter luminescence; 340,000 tested, 0.74% active; inhibition, % at 5 µM; AID 588413;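 active = inhibition above about 55%, limit read from the data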;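 note: 0% = DMSO-treated cells and 100% = wells with medium but no cells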
EBI2 block = blocks human EBI2 receptor beta-arrestin signaling. EBI2 beta-arrestin recruitment, luminescence, 7a,25-OHC stimulated. inhibition, % at 5 µM. 360,000 tested, 0.81% active. AID 651636; in the data active = inhibition above about 38%;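 note: enzyme fragment complementation signal reports receptor beta-arrestin coupling in cells; 0% = agonist plus DMSO wells and 100% = wells without agonist; some results beyond the cut were filed as inactive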
Jurkat NFkB inh = inhibitors of the PMA/ionomycin-induced NF-kB reporter in Jurkat cells. PMA/ionomycin-induced NF-kB luciferase reporter, luminescence. inhibition, % at 4 µM. 330,000 tested, 0.53% active
CCR6 antag = antagonists of human CCR6 receptor. P51684. CHO-K1 CCR6 PathHunter beta-arrestin, luminescence, CCL20-stimulated. inhibition, % at 20 µM. 340,000 tested, 0.49% active. AID 493098;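 active = compounds whose inhibition of the agonist-driven luminescence signal at 20 µM reaches about 50%, limit read from the data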;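 note: cells stimulated with CCL20 at 14 nM final; plate controls were DMSO with CCL20 for no effect and DMSO without agonist for full effect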
Target sequence (P51684 whole entry, looked up): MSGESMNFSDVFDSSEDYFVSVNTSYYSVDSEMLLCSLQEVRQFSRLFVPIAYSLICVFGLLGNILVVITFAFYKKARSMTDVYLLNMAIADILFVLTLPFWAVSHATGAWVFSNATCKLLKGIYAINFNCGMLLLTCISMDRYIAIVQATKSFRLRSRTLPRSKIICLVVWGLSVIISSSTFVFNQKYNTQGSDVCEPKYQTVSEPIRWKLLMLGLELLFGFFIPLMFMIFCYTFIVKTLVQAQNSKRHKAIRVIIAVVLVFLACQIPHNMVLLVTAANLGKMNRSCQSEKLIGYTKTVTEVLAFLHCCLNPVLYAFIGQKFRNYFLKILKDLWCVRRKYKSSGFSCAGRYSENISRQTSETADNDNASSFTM
UBC13 polyUb = human UBC13 polyubiquitination inhibition; AID 485273; inhibition, % at 20 µM; 330,000 tested, 0.47% active; UBC13 polyubiquitin chain formation, TR-FRET; P61088; in the data active = inhibition above about 45%, passing the limit was not always enough
Target sequence (P61088 whole entry, looked up): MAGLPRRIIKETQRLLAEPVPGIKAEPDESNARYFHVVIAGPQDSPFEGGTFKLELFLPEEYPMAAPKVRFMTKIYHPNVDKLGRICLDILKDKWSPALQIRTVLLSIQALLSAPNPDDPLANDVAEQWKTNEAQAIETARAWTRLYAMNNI
* hit, by the source's call; / = not tested or not shown. Cut-off read from the data, not from the text of the source, unless noted: active = inhibition above about 50%; inactive = the rest.

SMILES	697 NFkB inh	SENP8 block	Apaf-1 inh	Gli-Sufu block	EBI2 block	Jurkat NFkB inh	CCR6 antag	UBC13 polyUb
COC(=O)c1ccc(COC(=O)CCC(=O)c2cccs2)cc1	-44	-4	7	-31	-6	-11	6	0
COc1ccc(/C=N/NC(=O)CCn2cnc(-c3ccccc3)c2-c2ccccc2)cc1	8	-5	54*	22	-15	57*	-1	11
O=C(COc1ccc(Oc2ccccc2)cc1)NCc1cn2ccccc2n1	4	-4	11	-2	-20	63*	2	5
COc1cc(C(=O)N(CCCO)Cc2cc3ccc(C)c(C)c3[nH]c2=O)cc(OC)c1OC	16	6	1	2	-15	-5	-4	4
Cc1cc(/C=C(\C#N)C(=O)O)c(C)n1CCC(C)C	3	-3	0	-13	4	-9	4	-11
O=C(OCc1nc2scc(-c3ccccc3)c2c(=O)[nH]1)c1cc(Cl)ccc1[N+](=O)[O-]	8	-3	13	-3	-12	3	5	-11
CC1Cc2ccccc2N1C(=O)CCS(=O)(=O)c1cccc2nonc12 (stereo not given)	6	-5	7	0	12	-10	20	8
Cc1cccc2cc(CN(CC3CCCO3)C(=S)Nc3ccccc3)c(=O)[nH]c12 (stereo not given)	-30	2	10	7	-1	15	-20	7
N#CCCn1cc(C(=O)Nc2ccccc2Br)c(-c2cc3ccccc3o2)n1	-6	1	16	1	19	-6	15	5
O=C1CCN(Cc2ccccc2)CCN1CCSc1ccccc1	-63	-12	-5	-53	-6	-58	-4	-7
Cc1ccc(C(=O)CSc2nc3c([nH]2)c(=O)n(C)c(=O)n3C)cc1	-2	12	1	-2	-4	-25	5	1
C/C(CC(=O)Nc1cc(C)ccn1)=N\NC(=O)c1cccc(C)c1	10	4	-1	-21	1	-3	-9	3
COc1ccc(S(=O)(=O)Nc2ccc3c(c2)C(=O)N([C@H](C)CO)C[C@H](C)[C@@H](CN(C)C(=O)NC2CCCCC2)O3)cc1	-6	1	-1	0	-9	-1	-2	-6
O=S(=O)(c1ccc(C2CCCCC2)cc1)N1CCCC1	12	7	16	-4	5	12	2	1
CCC(=O)N1c2ccc(C)cc2C2=NNC(=S)NC21O (stereo not given)	20	10	-11	21	6	4	5	47*
COc1ccc(CCn2c(O)c(C3=c4ccccc4=NC3=O)sc2=S)cc1OC	8	-1	-9	-4	0	-6	-7	-22
C[C@@H]1CN([C@H](C)CO)C(=O)c2cccc(NC(=O)Nc3ccc(F)cc3)c2O[C@H]1CN(C)C(=O)Nc1ccc(C(F)(F)F)cc1	3	4	26	7	24	9	-7	24
O=C(/C=C/c1ccc(F)cc1)N1CCN(c2ncccn2)CC1	-15	-4	12	-2	93*	-6	-2	-1
O=C(COc1ccc(Br)cc1)Nc1ccc2c(c1)C(=O)NC2=O	10	2	-13	-2	2	6	8	2
CCC(=N\NC(=O)COc1ccccc1OC)/C(CC)=N/NC(=O)COc1ccccc1OC	-3	1	2	-7	7	-4	6	-8
O=[N+]([O-])c1cc(O)c2ncccc2c1	-7	13	32	67*	/	-5	54*	-40
Cc1ccccc1NC1=NC(=S)N(CC(N)=O)C12CCOC(C)(C)C2 (stereo not given)	9	0	-6	3	-6	-3	1	6
COc1cc(NC(=O)Nc2c(C)n(C)n(-c3ccccc3)c2=O)cc(OC)c1OC	-4	9	4	0	14	8	10	-4
Cc1ccccc1C(=O)N1CCC(C(=O)NCCc2ccc(S(N)(=O)=O)cc2)CC1	18	-3	1	6	-6	-12	-8	5
CCCCCCN(C(=O)CCCCCN1C(=O)NC(c2ccc(-c3ccccc3)cc2)C(C(=O)OCc2ccccc2)=C1C)C(C(=O)NCCCC)c1cccc(C(=O)OC)c1 (stereo not given)	-14	1	79*	/	/	33	/	-28
Further structures follow.
SMILES	697 NFkB inh	SENP8 block	Apaf-1 inh	Gli-Sufu block	EBI2 block	Jurkat NFkB inh	CCR6 antag	UBC13 polyUb
Cc1ccc(C(=O)N2CCN(c3ccc(NC(=O)c4cccs4)cc3)CC2)cc1	-41	-15	20	5	3	1	6	-14
CC(=O)c1cccc(NC(=O)NC2CCCc3ccccc32)c1 (stereo not given)	11	-7	-8	0	2	14	13	12
COc1ccc(N2C(=O)c3ccccc3NC23CCC(C)CC3)cc1 (stereo not given)	-69	-6	9	-45	0	-64	14	8
NC(=NCc1ccco1)NC(=O)c1ccccc1	-6	-3	0	-6	-5	-3	-1	1
COc1ccc(C2NC(=O)NC(C)=C2C(=O)OC2CCCC(C)C2)cc1 (stereo not given)	-1	-10	15	4	-9	11	1	6
CCOc1ccc(NC(=O)CN(C)C(=O)CCCc2nc3ccccc3c(=O)[nH]2)cc1OCC	-26	21	2	-3	-3	-15	2	-4
O=C(NCCCNC(=O)C(F)(F)C(F)F)C(F)(F)C(F)F	-14	-4	10	4	-7	1	-2	6
O=C1C=C(c2ccc(-c3ccccc3)c(F)c2)C[C@@H](c2ccc(Cl)cc2)C1	-17	-9	20	-2	38	-11	12	-7
CCn1c(SCC(=O)N2CCc3ccccc32)nnc1-c1c[nH]c2ccccc12	24	-3	20	-2	9	2	0	8
CCCOC1CCCN(C(=O)CCCn2nnnc2CN2CCOCC2)C1 (stereo not given)	-6	-5	6	-15	4	7	2	-3
COc1cc(OC)cc(C(=O)Nc2ncc3c(n2)CC(C)(C)CC3=O)c1	20	-11	-1	0	-10	-16	17	-1
COc1ccc(C(=O)Cn2nnc(-c3ccccc3NC(=O)C3CC3)n2)cc1	12	2	9	-6	-1	-2	16	3
CCCc1cc(=O)oc2cc(OCC(=O)NCCCN3CCCC3=O)ccc12	-4	-2	7	-4	-12	-8	1	-4
O=C(C1CCCCC1)N1CCC(CO)(Cc2ccccc2Cl)CC1	-6	10	10	1	-5	5	11	2
O=C(Cc1ccccc1[N+](=O)[O-])OCC(=O)c1ccccc1Br	-5	-8	9	2	8	-8	25	0
Cc1ccccc1-c1nc(-c2ccc(Br)o2)no1	-103	58*	17	-102	6	-105	14	5
COC(=O)C1=CN(c2cccc(Cl)c2)C=C(C(=O)OC)C1c1cccc(OC)c1	5	-2	17	9	28	5	20	15
COc1cc(C2NC(=O)NC(C)=C2C(C)=O)ccc1O (stereo not given)	-1	1	-1	-2	2	-3	11	6
COc1ccc(C(=O)NC(=O)N2CCCCC2)cc1	-22	-6	-2	4	-12	-2	2	-10
CCN(CC)S(=O)(=O)c1ccc(C(=O)OCC(=O)NCc2ccco2)cc1	0	-5	-6	21	4	-3	-18	-8
CC(=O)c1c(C)[nH]c(C(=O)O)c1C	2	-3	-13	1	5	4	2	2
COC(=O)c1sc(-c2ccc(C(C)(C)C)cc2)cc1NC(=O)c1ccccc1C(=O)O	-60	13	29	-112	28	-28	20	-42
Cc1ccc(C)c(N2CCN(C(=O)CCCN3C(=S)NC(C)(C)CC3C)CC2)c1 (stereo not given)	2	-1	1	26	-5	-3	9	2
C=CCNC(=O)C(C)Sc1ccc(Cl)cc1 (stereo not given)	0	-4	-9	-17	6	-6	4	6
Cc1ccccc1C(=O)NNC(=O)CCCCC(=O)NNC(=O)c1ccccc1C	-24	3	-9	-6	0	-3	1	1
(listing goes on)
SMILES	697 NFkB inh	SENP8 block	Apaf-1 inh	Gli-Sufu block	EBI2 block	Jurkat NFkB inh	CCR6 antag	UBC13 polyUb
O=C(NCCOc1cccc2cccnc12)c1cccs1	-14	4	-2	7	-11	-27	4	-4
CCCCC(=O)Nc1cccc(-c2nnc(-c3ccccc3)o2)c1	-42	3	-1	-42	8	-23	-21	4
CCN(CC)CCn1nc(C)nc1-c1ccccc1O	12	-1	-1	-1	-3	6	8	1
CC1Cc2ccccc2N1C(=O)COC(=O)c1cc(Br)ccc1O (stereo not given)	-14	-2	13	-1	1	-11	26	-13
COC(=O)c1c(C)[nH]c(C(=O)/C=C/c2ccc(Cl)cc2)c1C	-22	-15	4	-36	27	-2	8	2
CC(C)(C)CC(C)(C)N1CNC(=S)NC1	-18	-1	0	-3	-14	-13	11	6
CC(=O)Nc1ccc(S(=O)(=O)NCCC(=O)OCc2nnc(-c3ccccc3)o2)cc1	2	-6	-5	-5	8	10	8	0
O=C(CN1C(=O)NC2(CCCC2)C1=O)Nc1nc(-c2ccccc2)cs1	13	-11	5	-3	3	-1	-13	4
CCC(Oc1ccccc1)C(=O)Nc1cc(C)on1 (stereo not given)	-3	-5	-3	-5	-3	-24	-5	4
O=C(O)/C=C\C(=O)Nc1ccc(N2CCN(c3ccc(Cl)cc3)CC2)cc1	13	-3	-3	-9	-7	15	-3	-4
C[C@H](NC(=O)Nc1cccc(Br)c1)C(=O)O	18	4	-28	-7	-12	9	3	4
CCN(N=Nc1cccc([N+](=O)[O-])c1)c1cccc([N+](=O)[O-])c1	4	-2	-5	7	15	0	19	3
COCc1[nH]nc2c1C(c1cc(OC)c(O)c(OC)c1)C(C#N)=C(N)O2 (stereo not given)	16	4	7	1	-8	8	30	-22
CN(C)CCOc1ccccc1C(C)(C)C	-5	1	19	0	8	4	7	9

Part of the list above in order of molecular weight, largest number first:
SMILES	697 NFkB inh	SENP8 block	Apaf-1 inh	Gli-Sufu block	EBI2 block	Jurkat NFkB inh	CCR6 antag	UBC13 polyUb
CCC(=N\NC(=O)COc1ccccc1OC)/C(CC)=N/NC(=O)COc1ccccc1OC	-3	1	2	-7	7	-4	6	-8
COC(=O)c1sc(-c2ccc(C(C)(C)C)cc2)cc1NC(=O)c1ccccc1C(=O)O	-60	13	29	-112	28	-28	20	-42
COc1ccc(CCn2c(O)c(C3=c4ccccc4=NC3=O)sc2=S)cc1OC	8	-1	-9	-4	0	-6	-7	-22
Cc1ccc(C(=O)N2CCN(c3ccc(NC(=O)c4cccs4)cc3)CC2)cc1	-41	-15	20	5	3	1	6	-14
CCn1c(SCC(=O)N2CCc3ccccc32)nnc1-c1c[nH]c2ccccc12	24	-3	20	-2	9	2	0	8
CCN(CC)S(=O)(=O)c1ccc(C(=O)OCC(=O)NCc2ccco2)cc1	0	-5	-6	21	4	-3	-18	-8
O=C(Cc1ccccc1[N+](=O)[O-])OCC(=O)c1ccccc1Br	-5	-8	9	2	8	-8	25	0
O=C(COc1ccc(Br)cc1)Nc1ccc2c(c1)C(=O)NC2=O	10	2	-13	-2	2	6	8	2
O=C(CN1C(=O)NC2(CCCC2)C1=O)Nc1nc(-c2ccccc2)cs1	13	-11	5	-3	3	-1	-13	4
COc1ccc(C2NC(=O)NC(C)=C2C(=O)OC2CCCC(C)C2)cc1 (stereo not given)	-1	-10	15	4	-9	11	1	6
O=C(C1CCCCC1)N1CCC(CO)(Cc2ccccc2Cl)CC1	-6	10	10	1	-5	5	11	2
COC(=O)c1c(C)[nH]c(C(=O)/C=C/c2ccc(Cl)cc2)c1C	-22	-15	4	-36	27	-2	8	2
CCN(N=Nc1cccc([N+](=O)[O-])c1)c1cccc([N+](=O)[O-])c1	4	-2	-5	7	15	0	19	3
C=CCNC(=O)C(C)Sc1ccc(Cl)cc1 (stereo not given)	0	-4	-9	-17	6	-6	4	6
NC(=NCc1ccco1)NC(=O)c1ccccc1	-6	-3	0	-6	-5	-3	-1	1
CN(C)CCOc1ccccc1C(C)(C)C	-5	1	19	0	8	4	7	9
CC(=O)c1c(C)[nH]c(C(=O)O)c1C	2	-3	-13	1	5	4	2	2

Only part of the results is shown. The share of hits here may be higher or lower than overall.
